OX1R antag-1 = OX1R (HCRTR1) antagonists, primary screen, fluorescence, CHO/OX1R cells, Fluo-8 calcium, orexin A. inhibition, % at 5 µM. 0.43% of 330,000 active. AID 434989, 2010. Orexin/Hypocretin receptor type 1 (Homo sapiens), O43613. Fluo-8 calcium fluorescence;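 active = inhibition above its plate's threshold, mean inhibition of all tested compounds on the plate plus 3 SD, cut at about 37% in these data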;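 note: 0% = orexin A challenge wells and 100% = SB-334867-A antagonist wells; not every result past the cut was called active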
Target sequence (O43613 whole entry, looked up): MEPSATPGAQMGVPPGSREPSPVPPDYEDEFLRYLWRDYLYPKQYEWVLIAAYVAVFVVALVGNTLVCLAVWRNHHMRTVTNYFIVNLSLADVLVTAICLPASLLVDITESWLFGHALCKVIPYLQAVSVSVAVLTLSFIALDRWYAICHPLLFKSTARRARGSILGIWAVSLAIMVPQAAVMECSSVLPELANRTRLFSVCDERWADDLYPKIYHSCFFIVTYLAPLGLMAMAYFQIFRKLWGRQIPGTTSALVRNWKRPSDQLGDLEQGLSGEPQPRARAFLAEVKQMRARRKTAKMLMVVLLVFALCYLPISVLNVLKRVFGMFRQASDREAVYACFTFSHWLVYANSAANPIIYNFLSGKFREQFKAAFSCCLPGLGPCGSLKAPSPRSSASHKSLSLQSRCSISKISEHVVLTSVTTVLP
OX1R antag-2 = antagonists of human orexin 1 receptor (OX1R) | inhibition, % at 6.6 µM | Orexin/Hypocretin receptor type 1 (Homo sapiens), O43613 | 1.8% of 330,000 active | AID 485270, 2010 | OX1R-expressing cells, FRET antagonist read-out; in the data active = inhibition mostly above about 38%, no sharp cut-off; inactive = mostly below about 40%;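 note: 0% = agonist challenge alone and 100% = reference antagonist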
An asterisk follows results filed as active.

SMILES | OX1R antag-1 | OX1R antag-2
Nc1nnc(CCOc2ccccc2Cl)s1 | -5 | -3
COc1ccc(N2CCN(C(=O)COC(=O)COc3ccc(C#N)cc3)CC2)cc1 | 7 | 6
CN/C(=C\[N+](=O)[O-])NCCSCc1ccc(CN(C)C)o1 | -5 | 16
COc1cc(OC)c(C(=O)O/N=C(\N)c2cccc(C)c2)cc1OC | -14 | 36*
Cc1ccccc1-c1nnn(CC(=O)NCc2ccc3c(c2)OCO3)n1 | -5 | 7
CNC(=O)CN(CCc1ccccc1)S(=O)(=O)c1ccc(OC)cc1 | -10 | 12
O=C(CSc1ncn[nH]1)NN(c1ccccc1)c1ccccc1 | 1 | 4
CCOc1cccc(C(=O)Nc2cccc(-c3nnc(-c4ccc(C)cc4)o3)c2)c1 | 2 | 16
O=c1cc(CN2CCN(c3ccccn3)CC2)nc2sccn12 | -2 | 3
CCc1cc(=O)oc2cc(OCC=C(C)C)ccc12 | -17 | 15
COc1cccc(Nc2nc(C)cc(C)c2C(N)=O)c1 | -4 | 12
COc1ccccc1C(=O)n1nc(-c2ccccc2)nc1NCc1ccco1 | -18 | 8
Cc1c(C(=O)N2CCCCCC2)oc2ccccc12 | -7 | -1
Cc1c(NC(=O)C23CC4CC(CC(C4)C2)C3)c(=O)n(-c2ccccc2)n1C | 14 | 10
CCCCCOC(=O)C(C)c1c(C)[nH]c(=S)[nH]c1=O (configuration not stated) | -6 | 19
CC(C)(C)NCC(O)COc1ccccc1C(=O)CCc1ccccc1 (configuration not stated) | -29 | -1
COC(=O)NNC(=O)Cc1cccc2ccccc12 | 2 | 17
CC(=O)Nc1ccc(S(=O)(=O)N(C)CC(=O)OCC(=O)Nc2cc(C)on2)cc1 | 2 | 1
O=C(O)C1C2C=CC3(O2)C1C(=O)N1c2ccccc2COC13 (configuration not stated) | 1 | -1
Cc1nn(-c2ccccc2)c(C)c1/C=N/NC(=O)c1cnccn1 | -14 | 15
Cc1cc2nc(-c3ccc(=O)[nH]c3)n(Cc3ccccc3)c2cc1C | -25 | 13
O=C(CCc1n[nH]c(=O)[nH]c1=O)N1CCCCC1 | -1 | 17
COc1ccc(Sc2nc(-c3ccccc3)ncc2C(=O)O)cc1 | 4 | 10
COc1cccc(/C=N/NC(=O)CO/N=C(\C)c2cccs2)c1OC | -15 | 24
COc1ccccc1NS(=O)(=O)c1ccc(Cl)c(NC(=O)c2sc3cc(Cl)ccc3c2Cl)c1 | 2 | 16
Brc1ccc(-c2csc(NC3=NCCCCC3)n2)cc1 | -15 | 12
N#CCCn1ccc(NC(=O)c2ccc(Cl)cc2)n1 | -10 | 12
C=CCOc1ccccc1CN1CCC(Oc2ccc(C(=O)N3CCCC3)cc2)CC1 | -19 | -1
CC(C)(C)n1nc2c(c1NC(=O)c1cccs1)CS(=O)C2 (configuration not stated) | 2 | 16
O=c1[nH]cnc2sc3c(c12)CCCCC3 | -19 | 17
O=C1CC(N2CCN(c3ccccn3)CC2)C(=O)N1CC(c1ccccc1)c1ccccc1 (configuration not stated) | -33 | 6
OC[C@H]1O[C@@H](Oc2cc(O)cc(/C=C/c3ccc(O)cc3)c2)[C@H](O)[C@@H](O)[C@@H]1O | -1 | 13
Oc1ccc(Br)cc1-c1ccn[nH]1 | -7 | 11
O=C(Nc1cccc(-c2nnco2)c1)c1cccs1 | -18 | 15
CCCCNC(=O)CCCCCNS(=O)(=O)c1ccc(OC)cc1 | 0 | 6
O=C(Nc1cccc(S(=O)(=O)N2CCOCC2)c1)c1ccc(Cl)c([N+](=O)[O-])c1 | -27 | 18
COc1cccc(NC(=O)COC(=O)CNS(=O)(=O)c2c(F)cccc2F)c1 | -14 | 2
Cc1ccc(S(=O)(=O)NC(C(=O)Oc2ccc3ccc(=O)oc3c2)c2ccccc2)cc1 (configuration not stated) | -28 | 30
CCOc1ccc(C(C(=O)NCC2CCCO2)N(Cc2cccs2)C(=O)c2snc(C(N)=O)c2N)cc1 (configuration not stated) | -9 | 20
O=C(CCC(=O)N1CCN(C2CCCCC2)CC1)Nc1nnc(C(F)(F)F)s1 | -13 | 10
CCSc1nnc(NC(=O)CCc2ccc(OC)cc2)s1 | -17 | 8
CC1Cc2ccccc2N1C(=O)COC(=O)CNC(=O)c1ccc(Br)o1 (configuration not stated) | -22 | 20
CCCNc1c(NS(=O)(=O)c2ccc(C(C)(C)C)cc2)c(=O)oc2ccccc12 | -12 | 57
COCCCNCC(=O)Nc1sc(C)c(C)c1C(=O)OC | -24 | 17
O=C(CCCCC(=O)NC1CCCC1)NC1CCCC1 | -5 | 5

Seven compounds picked at random from the list so far:
SMILES | OX1R antag-1 | OX1R antag-2
O=C(Nc1cccc(S(=O)(=O)N2CCOCC2)c1)c1ccc(Cl)c([N+](=O)[O-])c1 | -27 | 18
COCCCNCC(=O)Nc1sc(C)c(C)c1C(=O)OC | -24 | 17
CC1Cc2ccccc2N1C(=O)COC(=O)CNC(=O)c1ccc(Br)o1 (configuration not stated) | -22 | 20
O=C(Nc1cccc(-c2nnco2)c1)c1cccs1 | -18 | 15
O=C(CCC(=O)N1CCN(C2CCCCC2)CC1)Nc1nnc(C(F)(F)F)s1 | -13 | 10
CCOc1ccc(C(C(=O)NCC2CCCO2)N(Cc2cccs2)C(=O)c2snc(C(N)=O)c2N)cc1 (configuration not stated) | -9 | 20
Oc1ccc(Br)cc1-c1ccn[nH]1 | -7 | 11

(next part)
SMILES | OX1R antag-1 | OX1R antag-2
CCC1CCCCN1CCCNC(=O)C1CCN(Cc2nc(-c3ccc(Cl)cc3)oc2C)CC1 (configuration not stated) | -18 | 14
COc1ccc(N/C=C2/CCCCC2=O)cc1 | 2 | 10
O=C(CSc1nnc(COc2ccc(Br)cc2)o1)NC1CCCCC1 | -17 | 17
Cn1c(C(O)c2ccc(Cl)cc2)nc(Cl)c1Cl (configuration not stated) | -10 | 10
Cn1nccc1C(=O)N/N=C/c1cccnc1 | -10 | 9
COc1ccc(/C=N/Nc2ccc(C(F)(F)F)cc2[N+](=O)[O-])cc1 | -3 | 8
CC1(C)CC(=O)C/C(=N/Nc2nc3ccccc3s2)C1 | -9 | 21
Cc1ccc(-c2c(C(=O)N/N=C/c3cccs3)nnn2-c2nonc2N)cc1 | -20 | 15
Cc1ccc(OCC(=O)NNC(=O)c2cc3ccccc3o2)cc1 | 11 | 13
Cc1cc(C(=O)NCc2ccc3c(c2)OCO3)ccc1[N+](=O)[O-] | -21 | 10
OCCN1CCN(c2ncnc3nc[nH]c23)CC1 | -1 | 10
Cc1nc2ccccc2c(=O)n1/N=C/c1ccccc1 | -13 | 6
COCCCN(C(=S)Nc1ccc(C)cc1Cl)C(C)c1ccncc1 (configuration not stated) | -7 | -1
C[C@@H]1NC(=O)[C@H](CC(N)=O)NC(=O)c2cc([N+](=O)[O-])cc(I)c2OCC[C@@H](C(=O)NC(CC(=O)O)C(N)=O)NC1=O (some centres not stated) | -4 | 31
CC(C)C(NC(=O)c1ccccc1)C(=O)OCC(=O)N1CCN(c2ccccc2)CC1 (configuration not stated) | -21 | 7

Molecules from the list above with a tert-butyl group, in the order listed:
SMILES | OX1R antag-1 | OX1R antag-2
CC(C)(C)NCC(O)COc1ccccc1C(=O)CCc1ccccc1 (configuration not stated) | -29 | -1
CC(C)(C)n1nc2c(c1NC(=O)c1cccs1)CS(=O)C2 (configuration not stated) | 2 | 16
CCCNc1c(NS(=O)(=O)c2ccc(C(C)(C)C)cc2)c(=O)oc2ccccc12 | -12 | 57

Later entries.
SMILES | OX1R antag-1 | OX1R antag-2
CC(=O)N[C@H]1[C@H](OCc2ccccc2F)O[C@H](COC(C)=O)[C@@H](OC(C)=O)[C@@H]1OC(C)=O | -12 | 5
O=C(NC(=S)NCCCN1CCOCC1)c1ccco1 | -2 | 23
CCOC(=O)C(=CNCC(=O)OC)C(=O)OCC | 1 | 15
COc1ccccc1-c1c(C(F)(F)F)oc2c(CN(C)C)c(O)ccc2c1=O | -28 | 5
COc1ccc(CCN2C(=O)C3CC(C)=C(C)CC3C2=O)cc1OC (configuration not stated) | -1 | 11
Clc1ccc(N2CCN(Cc3c[nH]c4ncccc34)CC2)cc1 | -18 | 17
CN(C)CCN1C(=O)NC(C)(c2ccc([N+](=O)[O-])cc2)C1=O (configuration not stated) | -13 | 18
Cc1ccc(Cl)cc1N1CCN(C(=S)NCc2ccco2)CC1 | -14 | 7
Cc1nc(CNS(=O)(=O)c2cc(C)c(C)cc2C)cs1 | -10 | 12
C/C(=N\Nc1ccc2nncn2n1)c1ccccn1 | 0 | 10
CCOC(=O)C1(CCc2ccccc2)CCN(Cc2cc(OC)c(OC)cc2OC)CC1 | -29 | 17
O=C(Cc1cccs1)N/N=C/c1ccccc1 | -10 | 17
CC(C)CN(C(=O)COC(=O)c1cccn1C)c1c(N)n(Cc2ccccc2)c(=O)[nH]c1=O | -12 | 6
N/C(=N\OC(=O)Oc1ccccc1)c1ccc(Cl)cc1 | -7 | 22
COc1cccc(NC(=O)NCc2ccccc2F)c1 | -10 | 11
N#C/C(=C\c1cccnc1)C(=O)Nc1ccccc1[N+](=O)[O-] | -15 | 25
O=C(COC(=O)c1ccc2c(c1)OCO2)Nc1ccccc1F | 1 | 5
O=C(Cc1cccc2ccccc12)N/N=C/C=C/c1cccc([N+](=O)[O-])c1 | -23 | 10
COc1ccc(C2CCCN2C(=S)Nc2ccc(C)cc2C)cc1OC (configuration not stated) | -6 | 11
COc1ccc(C(=O)NCC(=O)OCC(=O)NC(=O)c2ccc(C(C)(C)C)cc2)cc1OC | -16 | 3
CCc1nnc(NC(=O)CSc2nnc(COc3ccccc3)n2Cc2ccccc2)s1 | -21 | 7
CC1CCN(c2ccc3c(c2)S(=O)(=O)c2cccc(C(=O)NC4CCCCC4)c2C3=O)CC1 | -1 | 31
CC(=O)Nc1ccc(S(=O)(=O)NNC(=O)c2sc(=S)n(C)c2C)cc1 | -7 | 12
CCn1c(SCc2nc3ccccc3nc2C)nnc1-c1cccs1 | -15 | 16
CC1CN(S(=O)(=O)c2ccc(CN3C(=O)c4cccnc4C3=O)cc2)c2ccccc2O1 (configuration not stated) | -20 | 6
CC1CC(NS(=O)(=O)c2cccs2)CC(C)(C)C1 (configuration not stated) | -10 | 13
Cc1cccc(C)c1OC(=O)CCN1C(=O)C2C3C=CC(C4CC34)C2C1=O (configuration not stated) | -35 | -3
Cc1cc(C)nc(NC(=O)CSc2nn(C)c(=S)s2)n1 | -12 | 31
COC(=O)C1=C(C)N=C2SC(C)C(=O)N2C1c1cccc(F)c1 (configuration not stated) | -35 | 15
O=C(CCl)Nc1ncc(S(=O)(=O)c2ccc([N+](=O)[O-])cc2)s1 | 8 | 24
O=C(Cc1n[nH]c(=O)[nH]c1=O)N/N=C/c1ccccc1O | -9 | 15
CCC(=O)Oc1ccc2c(C)cc(=O)oc2c1C(=O)CC | -2 | 17
CCOC(=O)c1c(-c2ccc(OC)cc2)csc1/N=C/C1C(=O)CCCC1=O | -21 | 6
O=C(COc1ccccc1Br)NCCc1nc2ccccc2[nH]1 | -30 | 26
C/C(=C\C(=O)c1ccc(Cl)cc1)NCc1ccc2c(c1)OCO2 | -5 | 29
COc1cc(OC)cc(-c2nc(-c3ccccc3OC)no2)c1 | -9 | 19
CC[C@@]1(O)C(=O)OCc2c1cc1n(c2=O)Cc2cc3c(CN(C)C)c(O)ccc3nc2-1 | -16 | 46*
CCN1CCN(C(=O)CN(C)S(=O)(=O)c2ccc3ccccc3c2)CC1 | -13 | 37
Cc1ccccc1NC(NC(=O)c1cccs1)C(Cl)(Cl)Cl (configuration not stated) | -20 | 42
Cc1ccc(S(=O)(=O)NC(=O)Nc2ncc3c(n2)CC(c2ccco2)CC3=O)cc1 (configuration not stated) | -5 | 9

Compound profiles (already shown). Screens in order: OX1R antag-1	OX1R antag-2
Record of `CCC(=O)Oc1ccc2c(C)cc(=O)oc2c1C(=O)CC` : -2	17
Record of `Cc1ccccc1NC(NC(=O)c1cccs1)C(Cl)(Cl)Cl` (configuration not stated) : -20	42
Record of `C/C(=C\C(=O)c1ccc(Cl)cc1)NCc1ccc2c(c1)OCO2` : -5	29
Record of `COc1cc(OC)cc(-c2nc(-c3ccccc3OC)no2)c1` : -9	19
Record of `CCN1CCN(C(=O)CN(C)S(=O)(=O)c2ccc3ccccc3c2)CC1` : -13	37

Compound activity deposited in PubChem BioAssay by The Scripps Research Institute Molecular Screening Center.

Outcome played no part in choosing rows, and some 2.1% of all compounds hit somewhere here.
